Screening data: PubChem BioAssay, several laboratories
DUSP3 inh: blocks human VHR1 dual specificity phosphatase. P51452. recombinant VHR phosphatase, pNPP absorbance. inhibition, % at 13.3 µM. 0.52% of 290,000 active. AID 1654; in the data active means inhibition above about 50%; further: some compounds called inactive have numbers as strong as hits
Target sequence (P51452 whole entry, looked up): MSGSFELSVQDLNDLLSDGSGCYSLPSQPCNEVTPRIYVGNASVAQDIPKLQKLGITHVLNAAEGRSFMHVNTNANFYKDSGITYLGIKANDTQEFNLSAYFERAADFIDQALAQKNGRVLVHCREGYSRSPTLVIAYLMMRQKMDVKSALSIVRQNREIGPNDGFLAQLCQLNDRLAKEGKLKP
3CLpro inhibitor: SARS-CoV 3CLpro protease inhibition | P0C6X7 | recombinant SARS-CoV 3CLpro, quenched FRET peptide cleavage | inhibition, % at 6 µM | 0.14% of 290,000 active; in the data active means inhibition above about 12%
Mtb UGM inh: blocks M. tuberculosis UGM enzyme | inhibition, % at 10 µM | purified UGM, fluorescence polarization probe displacement | P9WIQ1 | 0.06% of 320,000 active | AID 504406; in the data active means inhibition above about 10%, passing the limit was not always enough; inconclusive means no clear call, values can overlap the other calls
Target sequence (P9WIQ1 whole entry, looked up): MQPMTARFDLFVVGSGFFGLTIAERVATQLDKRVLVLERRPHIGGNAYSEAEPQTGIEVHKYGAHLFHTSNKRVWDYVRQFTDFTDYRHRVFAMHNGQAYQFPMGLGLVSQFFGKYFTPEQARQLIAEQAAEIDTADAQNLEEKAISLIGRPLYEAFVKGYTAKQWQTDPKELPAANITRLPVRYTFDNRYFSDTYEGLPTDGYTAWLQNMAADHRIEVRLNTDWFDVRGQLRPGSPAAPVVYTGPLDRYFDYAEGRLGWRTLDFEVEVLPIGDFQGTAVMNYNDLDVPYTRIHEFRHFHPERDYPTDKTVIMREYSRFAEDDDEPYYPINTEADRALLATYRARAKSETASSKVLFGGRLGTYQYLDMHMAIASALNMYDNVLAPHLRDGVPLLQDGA
SSB-PriA inh: K. pneumoniae PriA-SSBct interaction inhibition; AlphaScreen SSBct-PriA binding, biotinylated peptide; inhibition, % at 33 µM; 0.6% of 430,000 active; AID 1272365; in the data active means inhibition mostly above about 37%, no sharp cut-off; inactive means mostly below about 20%;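 further: plate controls were negative control peptide for no effect and reference peptide for full effect; strong numbers were not always called active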
GDH-TPI inh: counter-screen for M. tuberculosis FBA inhibitors: GDH-TPI coupled enzymes | GDH-TPI coupled enzyme counterscreen, NADH absorbance | inhibition, % at 4.8 µM | 1.2% of 360,000 active; in the data active means inhibition above about 30%;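 further: 0% = DMSO wells and 100% = wells lacking the enzyme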
MazF activator: activators of E. coli MazEF toxin-antitoxin RNase | 0.32% of 350,000 active | AID 504720 | FAM/BHQ RNA-DNA oligo cleavage fluorescence, 5 h | activation, % at 20 µM; in the data active means activation above about 50%
Target sequence (P0AE70 whole entry, looked up): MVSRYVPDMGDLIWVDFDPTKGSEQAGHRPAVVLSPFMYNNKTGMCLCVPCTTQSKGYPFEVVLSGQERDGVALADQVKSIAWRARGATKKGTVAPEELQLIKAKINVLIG
Mtb BioA inh: blocks M. tuberculosis BioA enzyme activity | AID 602481 | inhibition, % at 9.99 µM | purified M. tuberculosis BioA enzyme, plate reader | 0.096% of 360,000 active; in the data active means inhibition above about 40%; inconclusive means no clear call, values can overlap the other calls
Rv3671c protease: inhibits the M. tuberculosis serine protease Rv3671c | AID 2606 | P9WHR9 | 0.048% of 320,000 active | inhibition, % at 5.96 µM; in the data active means inhibition above about 38%;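 further: extracellular domain of Rv3671c used as enzyme; 0% = enzyme with DMSO and 100% = no enzyme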
BH1578 lux ind: quorum light induction in luxS cqsA deficient V. cholerae | V. cholerae BH1578 lux reporter, luminescence, 6 h | activation, % at 18.7 µM | 0.16% of 350,000 active | AID 588436; in the data active means activation mostly above about 9.7%, no sharp cut-off; inconclusive means no clear call, values can overlap the other calls; inactive means mostly below about 3.7%; further: not every result past the cut was called active; inactives centre near 0; reference of the scale not given here
FBA Mtb inh: Mtb fructose-bisphosphate aldolase inhibition; purified M. tuberculosis FBA, fluorescence read-out; AID 588726; inhibition, % at 1 µM; 2.3% of 360,000 active; in the data active means inhibition above about 27%;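 further: 0% = vehicle and 100% = reference inhibitor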
Target sequence (P9WQA3 whole entry, looked up): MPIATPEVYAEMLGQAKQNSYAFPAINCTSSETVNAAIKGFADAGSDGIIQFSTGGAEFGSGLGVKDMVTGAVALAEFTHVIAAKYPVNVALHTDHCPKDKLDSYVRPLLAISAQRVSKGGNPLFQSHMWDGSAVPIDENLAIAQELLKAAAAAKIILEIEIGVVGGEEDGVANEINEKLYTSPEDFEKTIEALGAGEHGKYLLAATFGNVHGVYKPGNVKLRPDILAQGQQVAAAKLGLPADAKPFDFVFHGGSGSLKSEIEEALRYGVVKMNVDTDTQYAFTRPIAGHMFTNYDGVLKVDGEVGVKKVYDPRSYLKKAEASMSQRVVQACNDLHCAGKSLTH
Numbers without * were called inactive; & = joins results of further samples.

Start of the listing, in advance:
CCN(C(=O)CSc1nnc2nc(C)cc(C)n12)c1ccccc1 was read as DUSP3 inh 10.6, 3CLpro inhibitor 2.3, Mtb UGM inh -2.4, SSB-PriA inh -3.9, GDH-TPI inh -1.2, MazF activator 1.6, Rv3671c protease 3.2, BH1578 lux ind inactive and FBA Mtb inh 2.0.
CCCC(=O)C1=C(N(C)c2ccccc2)CC(C)(C)CC1=O was read as DUSP3 inh 19.2, 3CLpro inhibitor -2.1, Mtb UGM inh 2.6, SSB-PriA inh -4.8, GDH-TPI inh 11.5, MazF activator 3.1, Mtb BioA inh -1.0, Rv3671c protease 4.1, BH1578 lux ind -0.3 and FBA Mtb inh 1.6.

The listing, repeating the preview:
CCN(C(=O)CSc1nnc2nc(C)cc(C)n12)c1ccccc1 was read as DUSP3 inh 10.6, 3CLpro inhibitor 2.3, Mtb UGM inh -2.4, SSB-PriA inh -3.9, GDH-TPI inh -1.2, MazF activator 1.6, Rv3671c protease 3.2, BH1578 lux ind inactive and FBA Mtb inh 2.0.
CCCC(=O)C1=C(N(C)c2ccccc2)CC(C)(C)CC1=O was read as DUSP3 inh 19.2, 3CLpro inhibitor -2.1, Mtb UGM inh 2.6, SSB-PriA inh -4.8, GDH-TPI inh 11.5, MazF activator 3.1, Mtb BioA inh -1.0, Rv3671c protease 4.1, BH1578 lux ind -0.3 and FBA Mtb inh 1.6.
Screening O=C(C1=C[C@H](c2ccc(C(F)(F)F)cc2)C[C@H](OCCCCO)O1)N1CCN(Cc2ccc3c(c2)OCO3)CC1 returned DUSP3 inh 12.0, 3CLpro inhibitor -3.8, Mtb UGM inh 0.5, SSB-PriA inh 2.4, GDH-TPI inh 4.4, MazF activator 6.6, Mtb BioA inh 0.1&-1.6, Rv3671c protease -8.8, BH1578 lux ind inactive and FBA Mtb inh -0.6.
Screening c1ccc(N2CCN(c3ccc4nncn4n3)CC2)nc1 returned DUSP3 inh 10.8, 3CLpro inhibitor -6.7, Mtb UGM inh 0.2, SSB-PriA inh -1.6, GDH-TPI inh -3.3, MazF activator 4.1, Mtb BioA inh -0.5, Rv3671c protease 4.5, BH1578 lux ind -0.3 and FBA Mtb inh -1.1.
Screening CC(C)(C)c1ccc(OCc2ccc(C(=O)N/N=C/c3ccc(O)c(O)c3)cc2)cc1 returned DUSP3 inh 9.1, 3CLpro inhibitor 1.3, Mtb UGM inh 0.0, GDH-TPI inh 5.0, MazF activator 2.7, Rv3671c protease 16.2, BH1578 lux ind inactive and FBA Mtb inh -0.8.
Screening Cc1ccn2c(CC(C)(C)C)c(-c3ccc(F)cc3)nc2c1 returned GDH-TPI inh -5.2, MazF activator 0.6, BH1578 lux ind -0.3 and FBA Mtb inh 3.1.
For S=C(NCCc1ccccc1)Nc1cccc2cnccc12 the results were DUSP3 inh 9.0, 3CLpro inhibitor 7.4, Mtb UGM inh -0.3, SSB-PriA inh 4.4, GDH-TPI inh 6.9, MazF activator 4.9, Mtb BioA inh 0.6, Rv3671c protease -1.9, BH1578 lux ind -2.9 and FBA Mtb inh -1.7.
For COc1ccc(/C=C/C(=O)c2ccccc2O)cc1CN1CCOCC1 the results were DUSP3 inh 26.9, 3CLpro inhibitor -2.9, Mtb UGM inh 2.7, SSB-PriA inh 38.1, GDH-TPI inh 7.5, MazF activator -0.7, Mtb BioA inh 0.4, Rv3671c protease 4.9, BH1578 lux ind -0.8 and FBA Mtb inh 3.9.
Screening CCOC(=O)c1sc(=NC(=O)c2ccc(OC(C)C)cc2)n(C)c1C returned DUSP3 inh 1.8, 3CLpro inhibitor -3.0, Mtb UGM inh -1.6, SSB-PriA inh -10.1, GDH-TPI inh 0.0, MazF activator -6.2, Mtb BioA inh -4.0, Rv3671c protease -2.5, BH1578 lux ind 2.0 and FBA Mtb inh -0.3.
`COc1ccc(N(CC(=O)Nc2cc(OC)ccc2OC)S(=O)(=O)c2c(C)noc2C)cc1` gave DUSP3 inh 22.4, 3CLpro inhibitor 5.2, Mtb UGM inh -0.3, SSB-PriA inh -2.6, GDH-TPI inh 10.0, MazF activator -2.6, Mtb BioA inh -4.0, Rv3671c protease -13.1, BH1578 lux ind inactive and FBA Mtb inh 1.2.
Screening COc1cccc(N2C(=NC(=O)COc3ccccc3)SC3CS(=O)(=O)CC32)c1 (centres undefined) returned DUSP3 inh -7.2, 3CLpro inhibitor -2.4, Mtb UGM inh 1.3, SSB-PriA inh -1.2, GDH-TPI inh 9.2, MazF activator 3.9, Mtb BioA inh -0.5, Rv3671c protease 1.6, BH1578 lux ind inactive and FBA Mtb inh 2.3.
Screening C/C(=N\NC(=O)CSc1nc(C)cc(C)n1)c1cccs1 returned DUSP3 inh 15.2, 3CLpro inhibitor 4.4, Mtb UGM inh 1.0, GDH-TPI inh 7.1, MazF activator -1.5, Mtb BioA inh -0.2, Rv3671c protease 6.1, BH1578 lux ind inactive and FBA Mtb inh 0.6.
CCCCCC(=O)N1C[C@H](O)[C@@H](n2cc(C3CC3)nn2)C[C@@H]1c1ccc(C)cc1 was read as GDH-TPI inh -2.8, MazF activator 4.7, Mtb BioA inh 4.8, BH1578 lux ind -0.2 and FBA Mtb inh 0.2.
Screening CCOC(=O)C1CCCN(Cc2cc(=O)oc3cc(C)c(C)cc23)C1 (centres undefined) returned DUSP3 inh 19.7, 3CLpro inhibitor 2.5, Mtb UGM inh 0.8, SSB-PriA inh -15.6, GDH-TPI inh 0.9, MazF activator -7.0, Rv3671c protease -3.4, BH1578 lux ind -0.3 and FBA Mtb inh -2.6.
COc1ccc(OC)c2nc(-c3ccncc3)ccc12 was read as DUSP3 inh 2.1, 3CLpro inhibitor -2.3, Mtb UGM inh -1.2, SSB-PriA inh -8.6, GDH-TPI inh 6.9, MazF activator 3.0, Mtb BioA inh 0.1, Rv3671c protease 1.5, BH1578 lux ind 0.6 and FBA Mtb inh -1.1.
`O=C1NC[C@H](Cc2ccccc2)N(C[C@H]2CCCN2C[C@H](Cc2ccccc2)N2C[C@H](Cc3ccccc3)N(CCc3ccccc3)C(=O)C2=O)C1=O` gave SSB-PriA inh 0.8, GDH-TPI inh 16.7, MazF activator -8.3, Mtb BioA inh -4.9, BH1578 lux ind inactive and FBA Mtb inh 4.8.
Screening CC(C)C[C@H](NC(=O)N1CCn2c1nc1ccccc12)C(=O)NCc1ccco1 returned DUSP3 inh 2.2, 3CLpro inhibitor 0.4, Mtb UGM inh 0.5, SSB-PriA inh 3.5, GDH-TPI inh -1.9, MazF activator -2.8, Mtb BioA inh -0.2, Rv3671c protease 0.9, BH1578 lux ind -0.3 and FBA Mtb inh -4.3.
`Cc1c(CBr)[n+](=O)c2c(n1[O-])C(Br)CCC2Br` (centres undefined) gave DUSP3 inh 5.0, 3CLpro inhibitor -3.5, Mtb UGM inh -3.4, SSB-PriA inh 5.8, GDH-TPI inh 10.8, MazF activator -6.3, Rv3671c protease 8.1, BH1578 lux ind -0.4 and FBA Mtb inh -1.2.
`S=C1NC2(CCCC2)Nc2ccccc21` gave DUSP3 inh 10.6, 3CLpro inhibitor -0.6, Mtb UGM inh -5.3, SSB-PriA inh 4.5, GDH-TPI inh 9.9, MazF activator -1.1, Mtb BioA inh 0.1, Rv3671c protease 1.7, BH1578 lux ind -0.4 and FBA Mtb inh 15.4.
Cc1ccc(N/C(N)=N/c2nc3c(c(=O)[nH]2)CCCC3)c(C)c1 was read as DUSP3 inh 21.4, 3CLpro inhibitor 5.3, Mtb UGM inh 0.4, GDH-TPI inh 4.9, MazF activator 4.3, Mtb BioA inh -0.7, Rv3671c protease 0.4, BH1578 lux ind -0.4 and FBA Mtb inh 2.3.
O=C(NCCS(=O)(=O)N1CCC2(CC1)OCCO2)c1ccc(F)cc1 was read as Mtb UGM inh 5.9, SSB-PriA inh 3.2, GDH-TPI inh 5.9, MazF activator -4.6, Mtb BioA inh -0.5, Rv3671c protease 10.0, BH1578 lux ind inactive and FBA Mtb inh 9.1.
`CCCC1(CCC)C(=O)NC(=Nc2ccccc2)NC1=O` gave DUSP3 inh 6.9, 3CLpro inhibitor 1.1, Mtb UGM inh 0.2, SSB-PriA inh -0.4, GDH-TPI inh 8.2, MazF activator 1.0, Rv3671c protease 1.7, BH1578 lux ind inactive and FBA Mtb inh -0.6.
Screening Cc1ccc(/C=N/NC(=O)CSc2nc3ccccc3c(=O)n2-c2ccccc2)s1 returned DUSP3 inh 2.1, 3CLpro inhibitor 2.1, Mtb UGM inh 0.9, GDH-TPI inh 0.4, MazF activator -3.2, Rv3671c protease -36.1, BH1578 lux ind 3.4 and FBA Mtb inh 5.1.
Screening S=c1[nH]nc(COc2ccccc2)n1Cc1ccccc1 returned DUSP3 inh 1.0, 3CLpro inhibitor 3.1, Mtb UGM inh inconclusive, SSB-PriA inh -9.1, GDH-TPI inh -5.0, MazF activator -5.6, Rv3671c protease -4.9, BH1578 lux ind -0.4 and FBA Mtb inh -3.7.
`O=C(CSc1n[nH]c(-c2ccc(S(=O)(=O)N3CCCCC3)cc2)n1)Nc1nccs1` gave DUSP3 inh -10.2, 3CLpro inhibitor 4.7, Mtb UGM inh 0.3, SSB-PriA inh -28.2, GDH-TPI inh 17.5, MazF activator 3.0, Rv3671c protease -50.0, BH1578 lux ind inactive and FBA Mtb inh 61.3*.
For Cc1cccc(NC(=S)NCCCN2CCOCC2)c1 the results were DUSP3 inh -4.1, 3CLpro inhibitor -2.0, Mtb UGM inh 0.3, SSB-PriA inh 3.1, GDH-TPI inh -3.4, MazF activator -13.6, Mtb BioA inh 0.6, Rv3671c protease 11.4, BH1578 lux ind -0.2 and FBA Mtb inh 1.5.
For CCCCOc1ccc(C(=O)NNC(=S)NC(=O)CC)cc1 the results were DUSP3 inh -7.2, 3CLpro inhibitor 4.3, Mtb UGM inh -2.9, SSB-PriA inh -1.1, GDH-TPI inh 14.8, MazF activator 1.6, Rv3671c protease 9.6, BH1578 lux ind -0.3 and FBA Mtb inh 0.3.
`COc1cc(OC)c(C(=O)Nc2ccccc2-c2ccccc2)cc1OC` gave DUSP3 inh 34.8, 3CLpro inhibitor 3.6, Mtb UGM inh -0.4, SSB-PriA inh -0.4, GDH-TPI inh 9.9, MazF activator -2.5, Mtb BioA inh 0.0, Rv3671c protease -2.1, BH1578 lux ind -0.2 and FBA Mtb inh -1.9.
Screening Cc1noc(C)c1COc1cccc(C(=O)OCC(=O)NC(=O)c2ccc(OC(F)F)cc2)c1 returned DUSP3 inh -9.9, 3CLpro inhibitor -0.7, Mtb UGM inh -2.3, SSB-PriA inh -1.0, GDH-TPI inh 2.2, MazF activator -24.8, Mtb BioA inh -1.3, Rv3671c protease -2.2, BH1578 lux ind inactive and FBA Mtb inh 0.7.
Screening CN(CCc1ccccc1)C(=O)c1ccc(NC(=O)Cc2ccc(NC(=O)C3CCN(C(=O)C4CCCCC4)CC3)cc2)cc1 returned SSB-PriA inh -6.4, GDH-TPI inh 1.0, MazF activator -1.5, Mtb BioA inh -0.3, BH1578 lux ind inactive and FBA Mtb inh -1.4.
For COc1ccc(C(=O)c2ccc(Cl)cc2)c2ccccc12 the results were DUSP3 inh 4.2, 3CLpro inhibitor 3.3, Mtb UGM inh 2.1, SSB-PriA inh -15.0, GDH-TPI inh 7.9, MazF activator -1.9, Mtb BioA inh 5.1, Rv3671c protease -6.9, BH1578 lux ind 0.9 and FBA Mtb inh 0.7.
Screening CC(C)(C)c1ccc(C(=O)N/C(N)=N/c2nc3ccccc3o2)cc1 returned DUSP3 inh 24.3, 3CLpro inhibitor -5.5, Mtb UGM inh 0.7, GDH-TPI inh 7.9, MazF activator -3.0, Mtb BioA inh -1.9, Rv3671c protease 0.0, BH1578 lux ind 0.9 and FBA Mtb inh 4.5.
Screening CC(C)N(CC#CC(O)(c1ccccc1)c1ccccc1)CCO returned DUSP3 inh -4.1, 3CLpro inhibitor 4.0, Mtb UGM inh -0.4, SSB-PriA inh -22.5, GDH-TPI inh 1.5, MazF activator -4.3, Mtb BioA inh 0.4, Rv3671c protease -0.1, BH1578 lux ind -0.6 and FBA Mtb inh -3.7.
COc1ccc(/C=C/C(=O)N(CCC(N)=O)c2ccccc2)cc1S(=O)(=O)N1CCOCC1 was read as SSB-PriA inh 1.6, GDH-TPI inh 9.5, MazF activator 2.1, Mtb BioA inh 2.3, BH1578 lux ind -0.7 and FBA Mtb inh -2.8.

These rows are one share of the data. The share of hits here may be higher or lower than overall.
